HTR2A ag: mouse HTR2A agonism via beta-arrestin recruitment | CHO-K1 mHTR2A beta-arrestin complementation, luminescence; percent of 30 µM serotonin response | AID 624169 | hit rate 0.66% among 360,000 | activation, % at 7.6 µM | P35363;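 active = activation above a run cutoff, the mean activation of all tested compounds plus 3 SD, cut at about 14% in these data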;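 also: 0% = plate median of compound wells and 100% = 30 µM serotonin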
Target sequence (P35363 whole entry, looked up): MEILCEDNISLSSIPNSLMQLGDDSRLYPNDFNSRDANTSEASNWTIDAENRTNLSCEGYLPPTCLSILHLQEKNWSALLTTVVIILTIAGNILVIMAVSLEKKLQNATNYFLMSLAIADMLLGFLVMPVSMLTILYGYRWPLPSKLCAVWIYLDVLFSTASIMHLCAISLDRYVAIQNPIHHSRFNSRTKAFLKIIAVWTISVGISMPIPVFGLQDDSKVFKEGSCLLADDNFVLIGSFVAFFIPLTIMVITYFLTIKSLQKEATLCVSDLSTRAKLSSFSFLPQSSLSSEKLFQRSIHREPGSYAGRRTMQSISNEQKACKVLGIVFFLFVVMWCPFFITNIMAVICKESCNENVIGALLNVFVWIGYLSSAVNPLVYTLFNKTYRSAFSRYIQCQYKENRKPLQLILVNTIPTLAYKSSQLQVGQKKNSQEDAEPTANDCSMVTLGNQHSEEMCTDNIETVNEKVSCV
PDI inh: blocks human protein disulfide isomerase activity. P07237. PDI insulin aggregation turbidity, A650, 90 min. inhibition, % at 10 µM. hit rate 0.052% among 350,000;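 active = mean inhibition across replicates of 30% or more, whatever share of single replicates reach that level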;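 also: absorbance from insulin aggregation driven by PDI reduction with DTT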
MC4R ag barr: human MC4R agonism via beta-arrestin | P32245 | U2OS MC4R beta-arrestin complementation, luminescence; percent of melanotan II response, DMSO zero | activation, % at 8.9 µM | hit rate 0.98% among 360,000 | AID 540308;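 active = activation above a per-plate cutoff, the mean activation of sample wells on that plate plus 3 SD, cut at about 8% in these data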
Target sequence (P32245 whole entry, looked up): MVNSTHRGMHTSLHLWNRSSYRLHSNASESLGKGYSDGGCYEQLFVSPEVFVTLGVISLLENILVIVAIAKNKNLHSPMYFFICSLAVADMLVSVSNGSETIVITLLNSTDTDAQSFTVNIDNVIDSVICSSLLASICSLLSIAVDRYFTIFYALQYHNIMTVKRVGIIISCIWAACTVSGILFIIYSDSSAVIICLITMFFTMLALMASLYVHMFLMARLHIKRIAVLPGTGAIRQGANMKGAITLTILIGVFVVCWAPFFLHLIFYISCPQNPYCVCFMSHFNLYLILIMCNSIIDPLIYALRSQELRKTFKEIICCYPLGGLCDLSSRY
aDG glyco up: alpha-DG glycosylation activation | activation, % at 10 µM | hit rate 0.22% among 360,000 | Pro5-aDG cells, alpha-DG glycosylation AlphaScreen (IIH6); 0% Pro5, 100% B10-LARGE cell signal | AID 624168;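 active = activation of at least 8% versus controls, or a plate z-score of at least 8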;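 also: Pro5 are CHO cells carrying HIG-tagged alpha-DG that lacks glycosylation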
CaV13 FRET inh: Disruptors of the CACNA1D IQ motif to Ca2+-dependent inactivation inhibitor domain association, primary screening, Förster resonance energy transfer in intact living …; HEK cells, CFP/YFP FRET ICDI-IQ, plate reader, 10 min; percent FRET-ratio fall versus neutral wells; inhibition, % at 12.3 µM; hit rate 0.098% among 340,000;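 active = mean replicate inhibition of at least 30% and at least 1% of replicates passing that level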;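 also: 0% = median of the neutral control wells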
N-glyco inh: blocks N-linked glycosylation in D54 reporter cells; D54 ERlucT glycosylation luciferase reporter, 24 h; percent of 100 nM tunicamycin response; reporter increase, % at 12.5 µM; hit rate 0.23% among 360,000;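 active = mean luciferase reporter signal, scaled so untreated is 0 and the glycosylation-blocking control 100, at or above a set limit in every replicate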;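 also: luciferase carries N-glycosylation sites so blocking glycosylation raises the light; 0% = median of neutral control wells and 100% = median of 100 nM tunicamycin wells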
MC4R antagonist: antagonists of human melanocortin 4 receptor (MC4R); AID 540295; P32245; inhibition, % at 6.5 µM; MC4R-expressing cells, MTII-stimulated cAMP, LANCE TR-FRET; hit rate 0.48% among 360,000;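 active = inhibition above its plate's cutoff, the mean of tested wells on that plate plus 3 SD, cut at about 29% in these data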;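 also: 0% = Melanotan II alone and 100% = Melanotan II plus saturating MCL0020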
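Assay system: U2OS cells stably expressing human melanocortin 4 receptor (MC4R) / Dosing: 6.5 µM / Timing: compound 30 min, challenge 1 h, detection 1 h / Measured by: Eu-cAMP/anti-cAMP TR-FRET, emission 671 nm / Replicates: singlicate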
ABCB6 inh 2: inhibitors of human ABC transporter ABCB6; Q9NP58; K562-ABCB6 porphyrin accumulation, flow cytometry, 1 h; hits give low values; fluorescence ratio to DMSO, % at 10 µM; hit rate 0.19% among 360,000; AID 602162;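 active = fluorescence ratio to DMSO below 75%, the collection mean minus 3 SD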;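 also: signal is porphyrin accumulated inside mitochondria; 100% equals median channel fluorescence of DMSO control wells; lower ratio means ABCB6 inhibition with less porphyrin fluorescence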
Cardio protect: protects H9c2 cardiomyocytes from peroxide injury. H2O2 injury protection, ATPLite, 2 h. protection from H2O2 cell death, % at 20 µM. hit rate 0.63% among 360,000;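 active = compounds giving at least 50% protection of heart cells from peroxide-induced death in the single-dose screen, raw or plate-pattern-corrected value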;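 also: 0% = DMSO wells with peroxide and 100% = DMSO wells without peroxide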
Vif inh: blocks HIV Vif function; HEK293T cells, Vif self-association by quenched fluorescence, imaging, 24 h; inhibition, % at 7.49 µM; hit rate 0.35% among 340,000; AID 602346; in the data active = inhibition above about 50%, passing the limit was not always enough; also: some results filed as inactive read as strong as hits
* = called active by the depositor; / = no result given.

canonical_smiles,HTR2A ag,PDI inh,MC4R ag barr,aDG glyco up,CaV13 FRET inh,N-glyco inh,MC4R antagonist,ABCB6 inh 2,Cardio protect,Vif inh
C[C@@H](NC(=O)c1ncn2c1c(=O)[nH]c1ccc(Br)cc12)c1ccccc1,3,-2,-0.1,-0.2,-6,33*,25,102,-30,/
Cc1ccc(-c2nc(CN3CCCC(C(=O)N4CCOCC4)C3)c(C)o2)cc1 (stereo unspecified),7,-9,-1.7,-0.3,/,0,-2,102,-2,0
CCCCOC(=O)Nc1ccc(C(=O)OCCC)cc1,-3,3,2.2,1.1,-6,1,4,101,-12,-9
N#Cc1ccc(Nc2nc(-c3ccccc3)c(C(=O)c3ccccc3)s2)cc1,5,/,/,-0.5,/,0,/,104,-13,5
CCCC12CN3CCN(CC(C3)/C1=N\NC(=O)c1ccccc1N)C2,-2,-12,-1.7,-0.2,-4,1,-5,105,4,-1
O=C(CN(Cc1ccco1)C(=O)c1cc(=O)[nH]c2ccccc12)Nc1ccccc1C(F)(F)F,0,-2,-1.9,-0.1,-6,-1,4,101,13,6
CN(Cc1cnccn1)Cc1nc(Cc2cccc(F)c2)no1,10,0,0.7,-0.5,-7,2,10,98,3,8
CCc1nc2ccccc2n1CC(C)C(=O)O (stereo unspecified),3,-2,-0.8,0.3,/,2,-3,101,-2,-1
COc1cc(/C=N/NC(=O)c2cccc(NC(=O)c3ccccc3C)c2)ccc1O,0,1,0.5,0.1,-7,0,-2,99,17,-14
C=CCN1CCN(C(=O)c2cc3c(s2)CCCC3)CC1,-8,2,-0.3,-0.2,-6,-2,2,92,-2,0
O=c1ccc2cc(S(=O)(=O)Nc3ccc(F)cc3)ccc2o1,-5,-7,-2.9,0.1,-4,2,0,91,0,14
CCCc1cc(=O)[nH]c(SCC(=O)NN(c2ccccc2)c2ccccc2)n1,-2,-3,0.7,0.1,-1,0,4,98,-1,0
N#CCSc1nnc(-c2ccc3c(c2)OCO3)o1,2,-5,-0.3,-0.1,-6,0,6,103,-1,-4
COc1ccc(CCNC(=O)COC(=O)c2cccs2)cc1,6,-2,-2.8,0.0,-7,3,9,94,-4,-13
COCCCN(C(=S)NC(=O)c1ccc(C(C)(C)C)cc1)c1c(N)n(Cc2ccccc2)c(=O)[nH]c1=O,-1,5,2.5,2.2,-4,-2,-2,99,8,1
COc1cc(OC)c(C(=O)OCC(=O)Nc2c(C)n(C)n(-c3ccccc3)c2=O)cc1OC,-2,-5,-0.4,-0.5,-6,0,7,100,2,-1
O=C(CN1C(=O)NC2(CCCCC2)C1=O)NCC(=O)Nc1ccc(F)c(F)c1,0,2,-2.4,0.1,-6,6,0,96,2,11
CC1CCCCC1NS(=O)(=O)CCNC(=O)c1ccccc1 (stereo unspecified),6,-16,-2.0,0.0,-5,1,7,96,2,-2
O=C(CCN1C(=O)[C@@H]2Cc3ccccc3CN2C1=O)N[C@@H](C(=O)O)c1ccccc1,-9,/,0.0,0.1,/,4,-2,97,-2,-2
Cn1ncc2c(NNC(=O)c3ccc(Cl)cc3Cl)ncnc21,4,-14,-2.1,0.2,-5,4,2,98,-1,3
CC(=O)Nc1nnc(CCS(=O)(=O)c2ccc(Cl)cc2)s1,5,1,-1.3,-0.7,-8,0,-3,104,5,21
Cc1ccc(C(=O)NC2CC(C)(C)NC(C)(C)C2)cc1S(=O)(=O)N1CCCCC1,-3,-12,0.4,-0.1,-6,-1,16,97,1,-9
COC(=O)c1ccc(-c2ccc(/C=N/NC(=O)Cc3nnc(N)s3)o2)cc1,4,3,1.4,0.1,-4,1,-14,99,6,-14
CCc1ccc(CNC(=O)C2CCN(S(=O)(=O)N3CC(C)CC(C)C3)CC2)cc1 (stereo unspecified),8,9,-1.9,-0.1,-5,-4,1,101,-4,-4
O=C1CC(=O)C(n2cncn2)C(c2cccc(Cl)c2)C1 (stereo unspecified),-1,7,-0.6,-0.1,-5,1,-9,100,-3,-6
Cc1ccc(O)c(CNn2cnnc2)c1,1,0,-2.6,-0.1,-12,1,8,102,0,/
COC(=O)c1ccccc1NC(=O)c1ccc(NS(C)(=O)=O)cc1,2,8,1.3,-0.2,/,0,8,102,6,4
C=CC[C@]12CCc3sccc3C1N(c1ccc(C(=O)OCC)cc1)C2=O (stereo partly specified),0,2,1.4,0.3,-4,-4,2,101,-6,-13
O=C(O)CSc1ncnc2sc3c(c12)CCC3,-2,-7,-0.4,0.1,-9,1,8,107,5,-2
CCN1CCN(S(=O)(=O)c2ccc(Cl)c(C(=O)N(CC)CC(=O)Nc3ccc(OC)cc3)c2)CC1,-3,-4,-4.0,0.0,-3,-1,11,99,-2,-1

Full records from above.
Cc1ccc(O)c(CNn2cnnc2)c1 is listed as HTR2A ag: 1; PDI inh: 0; MC4R ag barr: -2.6; aDG glyco up: -0.1; CaV13 FRET inh: -12; N-glyco inh: 1; MC4R antagonist: 8; ABCB6 inh 2: 102; Cardio protect: 0; Vif inh: /
C=CC[C@]12CCc3sccc3C1N(c1ccc(C(=O)OCC)cc1)C2=O (stereo partly specified) is listed as HTR2A ag: 0; PDI inh: 2; MC4R ag barr: 1.4; aDG glyco up: 0.3; CaV13 FRET inh: -4; N-glyco inh: -4; MC4R antagonist: 2; ABCB6 inh 2: 101; Cardio protect: -6; Vif inh: -13

Remaining list, next part:
Each structure is followed by: HTR2A ag | PDI inh | MC4R ag barr | aDG glyco up | CaV13 FRET inh | N-glyco inh | MC4R antagonist | ABCB6 inh 2 | Cardio protect | Vif inh
- O=C(Oc1c(-c2ccccc2Cl)oc2ccccc2c1=O)c1ccc(Cl)cc1
    3 | -15 | -1.6 | 0.0 | -5 | 1 | 3 | 97 | -6 | 3
- Cn1nc(C(C)(C)C)c([N+](=O)[O-])c1C(=O)Nc1ccc(Br)cc1
    1 | 6 | -0.9 | 0.0 | 6 | 0 | -1 | 96 | -13 | -6
- Cc1ccccc1OCC(=O)N(Cc1ccc(N(C)C)cc1)C1CCS(=O)(=O)C1 (stereo unspecified)
    9 | 2 | -1.1 | 0.0 | / | 0 | 4 | 101 | -4 | -2
- CCOc1ccc(N2CC(C(=O)Nc3ccccc3C(=O)NC3CC3)CC2=O)cc1 (stereo unspecified)
    12 | -4 | 0.8 | 0.0 | -3 | 1 | -9 | 92 | 7 | 13
- CCOc1cccc2cc(C(=O)NCc3cccnc3)c(=O)oc12
    2 | 2 | -2.1 | 0.0 | -11 | 2 | -2 | 87 | 2 | 14
- C[C@@H]1CN([C@@H](C)CO)C(=O)c2cc(NC(=O)C3CC3)ccc2O[C@H]1CN(C)C
    0 | -5 | -1.3 | -0.2 | -11 | 1 | 6 | 104 | 5 | 9
- COc1ccc2c(c1)C1NC(=S)NC(C)(O2)C1C(=O)Nc1ccccc1C (stereo unspecified)
    2 | -2 | -2.6 | -0.3 | -4 | 1 | -3 | 94 | 6 | 4
- C[C@H](CO)N1C[C@H](C)[C@H](CN(C)S(=O)(=O)c2cccs2)Oc2ccc(NC(=O)Nc3ccc4c(c3)OCO4)cc2CC1=O
    2 | 5 | 1.6 | -0.5 | -6 | 6 | 2 | 99 | 15 | 5
- COc1cc(C(=O)NC(=S)Nc2cccc3nc(C)ccc23)cc(OC)c1OC
    0 | -1 | 5.1 | 0.0 | -5 | 2 | 7 | 98 | -4 | -1
- CCC[N+]1(CC#CC(O)(c2ccccc2)C2CCCCC2)CCCCC1 (stereo unspecified)
    1 | 8 | -0.5 | 0.2 | -4 | 4 | 2 | 102 | 6 | -4
- Cc1oc(-c2ccccc2Cl)nc1CSCC(=O)NC1CC1
    -8 | -6 | -1.8 | 0.0 | -6 | -3 | -9 | 100 | 2 | 5
- CCCCN(CC)C(=S)Nc1ccc2nc3n(c(=O)c2c1)CCCCC3
    -1 | 8 | -2.7 | 0.2 | -3 | 0 | 10 | 92 | 3 | -7
- COc1ccccc1C(=O)Nc1ccncc1
    -2 | 14 | 0.0 | -0.1 | 3 | 1 | 1 | 99 | -2 | 0
- Cc1c(C(=O)N2CCN(S(=O)(=O)c3ccc(F)cc3)CC2)oc2ccccc12
    5 | -4 | 2.0 | 0.3 | -7 | 1 | 8 | 100 | -1 | 2
- CCSC1=N/C(=C\c2cccc(F)c2)C(=O)S1
    3 | 4 | -1.3 | -0.2 | -5 | 0 | 0 | 98 | -2 | 6
- CSc1nc2[nH]c3c(c2c2ncnn12)CCCC3
    2 | 3 | -2.7 | 0.0 | -2 | 0 | -4 | 103 | -3 | 13
- NNc1nc(-c2ccccc2Cl)nc2ccccc12
    4 | -8 | -0.4 | 0.0 | -4 | 1 | 3 | 107 | 13 | 8
- Cc1ccc(-c2nc(N)s[n+]2-c2ccccc2)cc1
    -1 | -2 | -1.5 | 0.4 | 23 | -4 | -2 | 91 | -7 | 2
- COc1ccc(C(=O)N2CCN(Cc3cn[nH]c3-c3ccc(OC)cc3F)CC2)cc1
    -1 | -3 | 1.1 | -0.4 | -18 | 0 | 17 | 94 | 0 | -3
- Cc1cc(OCC(=O)OCC(=O)NCC2CCCO2)ccc1Cl (stereo unspecified)
    -1 | 4 | 1.5 | -0.4 | -5 | 1 | 14 | 99 | 2 | 21
- CCn1c(=O)c(=O)[nH]c2cc(C(=O)NCC3CCCCC3)ccc21
    0 | -1 | 2.6 | -0.3 | -2 | 7 | 0 | 114 | 2 | 5

In the list so far, 7 have fluorine:
Each structure is followed by: HTR2A ag | PDI inh | MC4R ag barr | aDG glyco up | CaV13 FRET inh | N-glyco inh | MC4R antagonist | ABCB6 inh 2 | Cardio protect | Vif inh
- O=C(CN(Cc1ccco1)C(=O)c1cc(=O)[nH]c2ccccc12)Nc1ccccc1C(F)(F)F
    0 | -2 | -1.9 | -0.1 | -6 | -1 | 4 | 101 | 13 | 6
- CN(Cc1cnccn1)Cc1nc(Cc2cccc(F)c2)no1
    10 | 0 | 0.7 | -0.5 | -7 | 2 | 10 | 98 | 3 | 8
- O=c1ccc2cc(S(=O)(=O)Nc3ccc(F)cc3)ccc2o1
    -5 | -7 | -2.9 | 0.1 | -4 | 2 | 0 | 91 | 0 | 14
- O=C(CN1C(=O)NC2(CCCCC2)C1=O)NCC(=O)Nc1ccc(F)c(F)c1
    0 | 2 | -2.4 | 0.1 | -6 | 6 | 0 | 96 | 2 | 11
- Cc1c(C(=O)N2CCN(S(=O)(=O)c3ccc(F)cc3)CC2)oc2ccccc12
    5 | -4 | 2.0 | 0.3 | -7 | 1 | 8 | 100 | -1 | 2
- CCSC1=N/C(=C\c2cccc(F)c2)C(=O)S1
    3 | 4 | -1.3 | -0.2 | -5 | 0 | 0 | 98 | -2 | 6
- COc1ccc(C(=O)N2CCN(Cc3cn[nH]c3-c3ccc(OC)cc3F)CC2)cc1
    -1 | -3 | 1.1 | -0.4 | -18 | 0 | 17 | 94 | 0 | -3

Screening data (PubChem BioAssay)
